LANA DNA inh – inhibitors of KSHV C-LANA binding to DNA, primary screen, biochemical, fluorescence polarization, FAM-LBS DNA, MBP-C-LANA, single point | 340,000 compounds, 0.078% hits | inhibition, % at 9 µM | Kaposi's sarcoma herpesvirus LANA C-terminal domain (residues 932-1162) DNA binding;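 active = highest replicate inhibition at or above 60% at 9 µM, even if other replicates fall short; inactive = all replicates below 60% inhibition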;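 note: 0% = neutral control wells and 100% = 4 µM acridine orange control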
Rtt109 HAT inh – inhibitors of C. albicans Rtt109/Vps75 HAT, primary screen, biochemical, ThioGlo CoA-SH fluorescence, plate reader; Histone acetyltransferase RTT109 (Candida albicans (strain SC5314 / ATCC MYA-2876)), …; purified Rtt109/Vps75, 4 h; inhibition, % at 34.9 µM; 330,000 compounds, 0.16% hits;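 active = inhibition of at least 50% in every replicate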
Target sequence (Q5AAJ8 whole entry, looked up): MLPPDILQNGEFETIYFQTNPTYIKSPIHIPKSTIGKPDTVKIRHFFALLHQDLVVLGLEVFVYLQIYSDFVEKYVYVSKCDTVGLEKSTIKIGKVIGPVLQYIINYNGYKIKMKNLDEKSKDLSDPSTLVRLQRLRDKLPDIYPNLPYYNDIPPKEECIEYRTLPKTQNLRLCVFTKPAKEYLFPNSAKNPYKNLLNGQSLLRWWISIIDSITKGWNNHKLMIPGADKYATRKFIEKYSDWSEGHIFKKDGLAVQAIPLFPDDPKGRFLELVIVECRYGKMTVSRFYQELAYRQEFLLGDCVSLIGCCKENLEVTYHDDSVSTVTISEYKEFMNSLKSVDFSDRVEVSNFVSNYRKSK
DAGLB inh – DAGLB lipase inhibitors, primary screen, biochemical, fluorescence, HTS; Diacylglycerol lipase-beta (Homo sapiens), Q8NCG7; HEK293T DAGLB membrane lysate, EnzChek fluorogenic substrate; inhibition, % at 5.17 µM; 340,000 compounds, 0.059% hits; AID 504411, 2011; in the data active = inhibition above about 34%;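 note: 0% = enzyme with vehicle and 100% = wells lacking enzyme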
Target sequence (Q8NCG7 whole entry, looked up): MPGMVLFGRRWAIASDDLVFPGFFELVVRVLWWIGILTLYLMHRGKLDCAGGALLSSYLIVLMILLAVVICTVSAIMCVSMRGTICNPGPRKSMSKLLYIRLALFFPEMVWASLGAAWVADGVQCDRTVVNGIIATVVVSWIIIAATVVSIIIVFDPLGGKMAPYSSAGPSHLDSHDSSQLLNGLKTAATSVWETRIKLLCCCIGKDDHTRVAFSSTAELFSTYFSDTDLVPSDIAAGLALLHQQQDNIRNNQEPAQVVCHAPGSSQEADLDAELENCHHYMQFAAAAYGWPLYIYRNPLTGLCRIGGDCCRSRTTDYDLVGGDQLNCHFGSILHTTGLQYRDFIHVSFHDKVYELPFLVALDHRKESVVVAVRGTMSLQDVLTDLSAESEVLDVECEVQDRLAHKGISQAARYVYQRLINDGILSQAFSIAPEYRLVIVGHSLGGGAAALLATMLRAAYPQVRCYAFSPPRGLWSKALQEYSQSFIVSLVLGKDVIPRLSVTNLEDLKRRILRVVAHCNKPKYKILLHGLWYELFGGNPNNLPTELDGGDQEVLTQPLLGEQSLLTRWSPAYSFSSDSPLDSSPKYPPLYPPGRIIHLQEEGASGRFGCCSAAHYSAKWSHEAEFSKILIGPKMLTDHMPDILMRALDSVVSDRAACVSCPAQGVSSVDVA
cardiac RTF act – cardiac RTF calcium sensitivity activators, primary screen, biochemical, IANBD-TnC fluorescence, EC20 calcium. AID 493008, 2010. activation, % at 7.2 µM. IANBD-labeled TnC RTF fluorescence at EC20 calcium; 0% EC20 calcium, 100% full calcium. Troponin I, cardiac muscle (Homo sapiens) + Troponin T, cardiac muscle (Homo sapiens) + …. 340,000 compounds, 0.24% hits;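 active = activation above the mean over all tested compounds plus 3 SD, cut at about 30% in these data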;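 note: rise in fluorescence read as greater calcium sensitivity of cardiac thin filaments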
PKA-R2B activ – activators of PKA-R2B holoenzyme, primary screen, biochemical, fluorescence polarization, Cy5-IP20, human; cAMP-dependent protein kinase catalytic subunit beta (Homo sapiens) + cAMP-dependent …; PKA-R2B holoenzyme dissociation; R2B truncated from residue 108, S112A mutant; 0% DMSO only, 100% 113 µM cGMP; activation, % at 11.4 µM; 340,000 compounds, 0.079% hits; AID 504700, 2011;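 active = activation above a cutoff set at the mean over all compounds plus 3 SD, cut at about 18% in these data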;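 note: higher means more holoenzyme dissociation and a rise in polarization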
CAL PDZ FP-1 – CAL PDZ peptide-binding inhibitors, primary screen, biochemical, fluorescence polarization, Cer-tagged CAL PDZ, HTS | purified CAL PDZ, TMR-peptide fluorescence polarization, 1 h | inhibition, % at 20 µM | 330,000 compounds, 0.02% hits | AID 504414, 2011;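 active = highest replicate inhibition of at least 40%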;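 note: plate controls were DMSO neutral control wells for no effect and unlabeled competitor peptide control wells for full effect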
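material = purified tagged CAL PDZ domain construct (CerCALP) | buffer or medium = sodium phosphate/NaCl buffer pH 7.4 with TCEP, IgG, Thesit | reagent = TMR-labelled reporter peptide T*-PRC34 bound in PDZ groove | incubation = 1 h room-temperature incubation prior to read | measured by = fluorescence polarization (mP) | evaluation = percent inhibition from loss of millipolarization | control set = unlabelled peptide and DMSO controls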
Keap1 Nrf2 FP – Keap1-Nrf2 protein-protein interaction inhibitors, primary screen, biochemical, fluorescence polarization, single point | Kelch-like ECH-associated protein 1 (Homo sapiens), Q14145 | Keap1 Kelch-Nrf2 peptide fluorescence polarization, 1536-well | inhibition, % at 9.4 µM | 340,000 compounds, 0.15% hits | AID 504523, 2011; in the data active = inhibition above about 12%;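 note: human Keap1 Kelch domain with fluorescein labeled Nrf2 9mer peptide probe; 0% = neutral control wells and 100% = peptide positive control; higher means more block of Keap1 binding to Nrf2 peptide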
Cardiac RTF inh – cardiac RTF calcium sensitivity inhibitors, primary screen, biochemical, IANBD-TnC fluorescence, EC70 calcium; Troponin I, cardiac muscle (Homo sapiens) + Troponin T, cardiac muscle (Homo sapiens) + …; IANBD-labeled cardiac RTF, Ca2+ fluorescence; inhibition, % at 7.15 µM; 340,000 compounds, 0.12% hits; AID 493244, 2011;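 active = inhibition above the mean inhibition of all tested compounds plus 3 SD, cut at about 17% in these data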;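 note: assay run at fixed EC70 calcium of 1.6 mM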
CAL PDZ FP-2 – untagged CAL PDZ binding inhibitors, primary screen, biochemical, fluorescence polarization, HTS | Golgi-associated PDZ and coiled-coil motif-containing protein (Homo sapiens), Q9HD26 | purified CAL PDZ, TMR-peptide fluorescence polarization, 1 h | inhibition, % at 24.9 µM | 300,000 compounds, 0.92% hits | AID 602252, 2012;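 active = mean inhibition of at least 30% with at least half of replicates also reaching 30%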;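 note: 0% = DMSO neutral control and 100% = excess unlabeled competitor peptide PRC23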
SR-BI uptake up – activators of SR-BI mediated DiI-HDL uptake, primary screen, ldlA[mSR-BI] CHO cells, DiI fluorescence; 320,000 compounds, 0.096% hits; 3 h; 100 = double the neutral-control signal; activation, % at 12.5 µM;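 active = mean replicate activation of at least 60% and every replicate at or above 60%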;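 note: 0% = median plate neutral-control signal and 100% = twice that signal; values of inactives mirror those of a sister screen read the other way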
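Material: SR-BI-overexpressing, LDLR-lacking CHO cells; schedule: compound exposure 3 h, 37 °C; reagent: DiI-labelled HDL at 10 µg/mL final; technique: bottom-read fluorescence, 550/595 nm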
The depositor's hits bear a star; . = no result given.

SMILES	LANA DNA inh	Rtt109 HAT inh	DAGLB inh	cardiac RTF act	PKA-R2B activ	CAL PDZ FP-1	Keap1 Nrf2 FP	Cardiac RTF inh	CAL PDZ FP-2	SR-BI uptake up
CC1CCCCN1C(=O)Cn1c(=O)n(C2CCCCC2)c(=O)c2ccccc21 (stereo not drawn)	0.2	3.6	2.3	-2.4	-14.4	0.4	-3.3	3.6	-4.8	23.3
CCOC(=O)C(=CNc1ccc(C(F)(F)F)cc1Cl)C(=O)OCC	0.1	12.4	-11.6	-5.2	-1.1	-0.9	-3.9	0.7	-1.2	-49.1
CCOC(=O)C(Sc1nn(C)c(=S)s1)C(C)=O (stereo not drawn)	-0.3	-5.5	2.4	3.0	-0.8	0.0	-0.9	-6.3	-2.3	-16.3
NC(=O)c1ncn([C@@H]2O[C@H](CNCc3ccc(OCC(=O)Nc4ccccn4)cc3)[C@@H](O)[C@H]2O)n1	-1.7	-5.4	-3.3	-1.2	-10.1	-0.4	-2.5	-0.5	-1.3	-4.2
COc1ccc(OC)c(/C=C/C(=O)Nc2ccc3c(c2)CCC3)c1	2.3	40.6	-3.9	-11.9	-11.9	-3.5	-2.6	0.1	-0.6	-70.5
O=C(c1cccc(Cl)c1)c1nn(-c2ccccc2)c(=O)cc1C(F)(F)F	-1.8	5.8	-0.5	0.2	4.2	-0.3	-8.4	-0.4	-2.4	-22.0
O=C(NCCc1ccc(O)cc1)c1ccc(Cl)cc1	-0.7	-1.2	-0.5	-0.6	-4.1	0.0	-1.0	-6.2	-0.1	.
CCN(CC)C(=O)COc1ccc(/C(C)=N/NC(=O)c2ccccc2Br)cc1	-0.3	-1.6	-2.3	-2.4	-5.5	-15.2	-2.8	-9.3	4.1	21.9
CCN1C(=O)[C@H]2[C@@H](c3ccc(-c4ccc5c(c4)OCO5)c(OC)c3)N[C@@](CC(C)C)(C(=O)OC)[C@H]2C1=O	-0.5	8.0	-10.9	1.1	-4.3	-0.4	7.0	0.5	0.5	-39.1
COc1ccc(CC(=O)NNC(=O)c2cccs2)cc1	2.6	0.8	1.0	-1.9	5.7	-1.2	2.4	-3.9	4.9	22.5

The closing two entries of the section before open the next one.
SMILES	LANA DNA inh	Rtt109 HAT inh	DAGLB inh	cardiac RTF act	PKA-R2B activ	CAL PDZ FP-1	Keap1 Nrf2 FP	Cardiac RTF inh	CAL PDZ FP-2	SR-BI uptake up
CCN1C(=O)[C@H]2[C@@H](c3ccc(-c4ccc5c(c4)OCO5)c(OC)c3)N[C@@](CC(C)C)(C(=O)OC)[C@H]2C1=O	-0.5	8.0	-10.9	1.1	-4.3	-0.4	7.0	0.5	0.5	-39.1
COc1ccc(CC(=O)NNC(=O)c2cccs2)cc1	2.6	0.8	1.0	-1.9	5.7	-1.2	2.4	-3.9	4.9	22.5
Cc1cccc2c3c([nH]c12)C(=O)CC(C)(C)S3	0.1	4.9	-3.8	-4.9	-3.7	0.1	-4.1	-2.1	.	-30.5
Cc1cc(O)c(C(=O)c2ccccc2C(=O)O)cc1C	-0.3	-1.2	-1.4	1.5	0.5	0.0	-4.8	-8.0	.	20.1
CSc1nc(=S)cc(C)[nH]1	2.1	-0.2	-2.0	5.9	-16.9	16.2	-2.6	3.4	17.7	.
O=C(N/N=C/c1cccnc1)c1sc2ccccc2c1Cl	-0.2	6.9	-0.3	-0.7	8.6	-1.8	-2.8	-4.4	-5.0	-10.4
CCC(C(=O)Nc1ccccc1-c1ccccc1)c1ccccc1 (stereo not drawn)	-0.6	-8.2	-9.2	2.5	-4.5	.	0.5	2.8	-5.2	-38.3
O=C(NCCOc1ccc(F)cc1)C1CCC(=O)N(CC2CCCCC2)C1 (stereo not drawn)	-1.1	9.7	0.3	-6.0	-5.2	-1.6	3.6	-5.5	-3.1	-31.1
C=CC(C)(C)c1c(O)c(CC=C(C)C)c(O)c2c(=O)c3ccc(O)c(O)c3oc12	-0.8	-1.9	18.8	6.2	-6.6	0.0	-6.4	6.3	-4.1	-122.6
CCOc1cc(CNc2ncn[nH]2)ccc1OCC(=O)NC(C)(C)C	-0.4	3.5	-0.4	-3.1	-7.5	-0.2	-3.4	-2.4	-0.9	9.5
CN1CCN(C(=O)C23CC4CC(C)(CC(C)(C4)C2)C3)CC1	0.6	-1.4	-0.5	-7.4	-6.2	-0.7	0.4	-2.8	0.4	-0.6
CCN(CC)CCNC(=O)C1(c2ccccc2)CCCCC1	0.6	1.2	0.1	0.2	-0.5	0.0	0.4	-4.4	-4.3	6.4

An excerpt from above, limited to CAL PDZ FP-1, CAL PDZ FP-2 and SR-BI uptake up.
mol	CAL PDZ FP-1	CAL PDZ FP-2	SR-BI uptake up
CCC(C(=O)Nc1ccccc1-c1ccccc1)c1ccccc1 (stereo not drawn)	.	-5.2	-38.3
O=C(NCCOc1ccc(F)cc1)C1CCC(=O)N(CC2CCCCC2)C1 (stereo not drawn)	-1.6	-3.1	-31.1
CN1CCN(C(=O)C23CC4CC(C)(CC(C)(C4)C2)C3)CC1	-0.7	0.4	-0.6
CCN(CC)CCNC(=O)C1(c2ccccc2)CCCCC1	0.0	-4.3	6.4
O=C(N/N=C/c1cccnc1)c1sc2ccccc2c1Cl	-1.8	-5.0	-10.4

Next entries:
SMILES	LANA DNA inh	Rtt109 HAT inh	DAGLB inh	cardiac RTF act	PKA-R2B activ	CAL PDZ FP-1	Keap1 Nrf2 FP	Cardiac RTF inh	CAL PDZ FP-2	SR-BI uptake up
NC(=O)C1CCN(C2=C(NS(=O)(=O)c3ccc(Cl)cc3)C(=O)c3ccccc3C2=O)CC1	-0.7	4.1	13.6	-2.5	-15.3	1.0	-4.7	1.2	2.8	.
Cc1cc(C(=O)NCC(C)C)c2ccccc2n1	0.7	-9.8	-1.6	0.0	-4.2	0.6	1.3	-4.7	.	26.5
CCOC(=O)C1=NOC(Cn2cc(C#N)c(=O)n(C)c2=O)C1 (stereo not drawn)	-1.0	3.4	-1.5	3.6	0.5	0.1	3.9	0.3	0.9	4.3
Cc1cc(-c2ccc(S(=O)(=O)N3CCN(C)CC3)s2)on1	-1.0	-7.3	-2.9	7.0	9.0	-0.6	-4.7	-4.6	.	4.6
Cc1ccc(C2NC(c3ccc(C)cc3)C(C)C(=O)C2C)cc1 (stereo not drawn)	-1.7	3.8	-7.8	0.2	2.1	-1.2	4.6	-2.2	-3.5	0.4
Cc1ccc(Cn2c(N3CCNCC3)nc3c2c(=O)[nH]c(=O)n3C)cc1	0.6	34.9	0.5	0.2	7.1	-0.2	-3.7	-3.2	-4.7	-7.8
Cc1ccccc1/[N+]([O-])=C/c1cccs1	-2.3	-1.7	-0.6	-4.0	-11.5	-2.2	-2.0	-4.3	2.9	12.3
Cc1cc(=O)oc2cc(OCC(=O)N/N=C/c3cc([N+](=O)[O-])ccc3O)ccc12	-0.4	-1.0	5.7	-6.2	-1.0	-5.2	-2.7	-15.5	-4.4	-0.7
O=C(CCCN1C(=O)c2ccccc2C1=O)Nc1sc2c(c1C(=O)NCc1ccco1)CCC2	0.3	4.3	-4.3	4.4	-0.1	-0.9	1.1	-0.4	.	7.5
N#CCC(CNc1ncc(C(F)(F)F)cc1Cl)OC(=O)c1cccc([N+](=O)[O-])c1 (stereo not drawn)	-0.5	0.1	-7.2	5.4	-4.0	0.3	-7.0	-2.6	-4.2	-8.5
CN1CCN(C(=O)CN2C(=O)NC(C)(c3ccc4ccccc4c3)C2=O)CC1 (stereo not drawn)	-0.7	-14.0	-2.6	-2.3	-7.4	0.4	-0.9	-5.5	-0.4	-0.1
CCN1CCn2c1nc(N1CCCCC1)nc2=O	-1.2	0.5	-2.2	7.0	-0.6	-4.4	-7.4	-12.3	-3.9	26.4
COc1cc(OC)c2ccc(=O)oc2c1C(CCN1CCN(c2ccccc2)CC1)c1ccc2c(c1)OCO2 (stereo not drawn)	1.2	-13.6	0.7	-7.8	-16.7	-1.1	0.7	2.8	-4.5	-16.2
Cc1cccc(/N=C2/NC(=O)C(Cc3ccccc3)S2)n1 (stereo not drawn)	-0.4	7.9	6.5	-1.0	-2.2	-0.6	-2.2	-12.9	-0.7	.
COc1ccc(S(=O)(=O)N2CCOCC2)cc1NC(=O)CSc1nnc(C2CC2)n1C	-1.5	4.7	0.2	-4.6	-2.9	-0.4	0.9	-1.1	.	3.7
Cc1cc(NC(=O)c2ccco2)ncc1NC(=O)Cc1ccccc1	2.1	3.2	4.2	-3.5	-3.1	-0.6	-2.0	1.1	-5.3	-28.7
Cc1ccccc1CNC(=O)COc1ccccc1	-0.4	16.9	-4.1	1.3	0.0	-0.9	1.3	-5.1	-1.0	12.3
CCOc1ccc(C/C(N)=N/n2cnnc2)cc1	5.1	-7.6	-4.0	-3.6	0.7	0.3	3.6	-6.9	-2.4	24.9
O=[N+]([O-])c1ccc(N2CCCCC2)cc1	-0.1	-1.4	.	.	.	-0.2	0.6	.	-3.7	4.7
O=C(Nc1cccc(S(=O)(=O)N2CCCCC2)c1)C1COc2ccccc2O1 (stereo not drawn)	-0.4	7.0	-1.2	0.3	-5.5	-0.4	-2.9	0.0	-0.7	-13.3
CCOc1ccc(NC(=O)Cn2c(=O)oc3ccccc32)cc1	1.1	-3.1	0.7	-3.8	-4.6	0.6	1.6	-36.7	0.2	11.3
CC[C@]12c3[nH]c4cc(CCC(=O)N(C)C)ccc4c3CCN1C(=O)[C@@H](CC(=O)NCCC1=CCCCC1)C[C@@H]2C(=O)N1CCN(C(=O)C2CC2)CC1	0.4	-7.9	0.3	-0.6	9.7	0.3	-1.8	-8.7	-1.3	-1.1
CC1CCN(C(=O)CSc2ccc(-c3ccc4c(c3)OCCO4)nn2)CC1	0.0	2.9	-1.4	0.9	-2.8	-1.3	-2.7	-15.3	.	.
COc1cc2c(cc1OC)C(C(=O)N1CCCCC1)C(c1ccccc1F)N(C)C2=O (stereo not drawn)	0.6	-2.8	-1.9	1.3	-7.6	-3.2	-1.6	-2.4	-3.3	10.6
O=C(NCCN1CCOCC1)C1CC(=O)N(c2ccc(Cl)cc2)C1 (stereo not drawn)	1.2	2.4	1.0	0.5	-9.4	-3.5	-4.5	-4.3	-6.1	.
